Screening results from PubChem.
CIT2-GFP yeast: alters CIT2-GFP fluorescence in TOR pathway yeast screen; S. cerevisiae CIT2-GFP strain, flow cytometry, 3 h; 100 means same as DMSO wells; GFP response vs DMSO, % at 10 µM; hit rate 0.065% among 320,000; AID 2029;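 active means GFP response relative to DMSO above a set limit, near the screen mean plus 3 SD, cut at about 150% in these data; inconclusive means Fewer than 70 cells measured for a yeast strain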;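 further: ratio of well median GFP fluorescence to mean of DMSO wells on the plate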
MEX-5 binding: C. elegans MEX-5 TCR-2 RNA binding activity | activity score (negative = inhibition of binding), % at 10 µM | hit rate 0.38% among 300,000 | AID 1832 | MEX-5/FITC-TCR2 RNA binding, fluorescence polarization; stronger effect = lower value | Q9XUB2;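 active means inhibition past about -25% in most replicates, and total fluorescence under double the plate's negative control median, limit read from the data; inconclusive means replicates evenly split on the limit, or fluorescence at least double controls; inactive means too little inhibition in most replicates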;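 further: 0% = DMSO and -100% = 5 µM competing unlabeled TCR2 RNA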
CR mimetic SO: lowers age-related superoxide in aged yeast cells | S. cerevisiae aged cells, superoxide DHE fluorescence; stronger effect = lower value | superoxide response (% of plate mean), % at 10 µM | hit rate 0.18% among 330,000 | AID 2690;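 active means superoxide response under a set limit, about three screen SD below normal, cut at about 65% in these data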;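 further: yeast aged for seven days with compound at 30 °C before DHE staining; 100% = average MFI of all compound-treated wells on the plate with controls excluded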
AGP1 TOR yeast: alters AGP1-GFP fluorescence in TOR pathway yeast screen; S. cerevisiae AGP1-GFP multiplex flow cytometry, 3 h; GFP as percent of DMSO wells; GFP response vs DMSO, % at 10 µM; hit rate 0.02% among 320,000; AID 2066;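 active means GFP response relative to DMSO above a set limit, near screen average plus 3 SD, cut at about 150% in these data; inconclusive means fewer than 70 cells counted for the yeast strain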;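 further: median GFP channel fluorescence of the gated AGP1 strain per well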
MCL1-BIM inh: disrupts human MCL1 binding to BIM-BH3 peptide; Q07820; GST-MCL1 / FITC-Bim-BH3 fluorescence polarization; inhibition, % at 10.9 µM; hit rate 0.68% among 320,000;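 active means inhibition above the mean inhibition of all tested compounds plus 3 SD, set per campaign, cut at about 40% in these data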;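 further: 0% = DMSO wells and 100% = unlabeled Bim-BH3 peptide control; higher means more loss of mP so more displacement of Bim peptide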
GLD-1 TGE inh: GLD-1-TGE RNA interaction inhibition (C. elegans); inhibition, % at 5.96 µM; hit rate 0.44% among 320,000; Q17339; purified GLD-1 + fluorescein TGE RNA, fluorescence polarization;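 active means percent inhibition above a per-plate cutoff, the plate mean of test compounds plus 3 SD, cut at about 30% in these data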;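 further: 0% = DMSO wells with GLD-1 and probe and 100% = wells lacking GLD-1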
GRK2 aptamer HTS: blocks RNA aptamer binding to human GRK2. inhibition of aptamer binding, % at 10 µM. bead flow cytometry, FAM-aptamer displacement from GRK2. hit rate 0.59% among 330,000;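 active means inhibition of aptamer binding above 40%, roughly 3 SD of noise, on plates passing a quality check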;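 further: median bead fluorescence of bound FAM aptamer so fluorescent compounds give negative values; no value below 0 was filed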
BCLXL inh: Bcl-xL (human) inhibition; Q07817; GST-Bcl-xL / FITC-Bim BH3 peptide fluorescence polarization; inhibition, % at 10.9 µM; hit rate 0.7% among 320,000; AID 2129;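 active means inhibition above the mean of all tested compounds plus 3 SD, cutoff set per campaign, cut at about 30% in these data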;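 further: 0% = DMSO wells and 100% = unlabeled Bim-BH3 peptide competitor; inhibitors lower millipolarization by displacing the labeled peptide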
VLA-4 inh: inhibition in a human VLA-4 binding assay; VLA-4 expressing cells, ligand binding flow cytometry; inhibition, % (about 7 µM as worked out from the volumes in the protocol); hit rate 0.2% among 330,000; in the data active means inhibition above about 50%
Target sequence (P13612 whole entry, looked up): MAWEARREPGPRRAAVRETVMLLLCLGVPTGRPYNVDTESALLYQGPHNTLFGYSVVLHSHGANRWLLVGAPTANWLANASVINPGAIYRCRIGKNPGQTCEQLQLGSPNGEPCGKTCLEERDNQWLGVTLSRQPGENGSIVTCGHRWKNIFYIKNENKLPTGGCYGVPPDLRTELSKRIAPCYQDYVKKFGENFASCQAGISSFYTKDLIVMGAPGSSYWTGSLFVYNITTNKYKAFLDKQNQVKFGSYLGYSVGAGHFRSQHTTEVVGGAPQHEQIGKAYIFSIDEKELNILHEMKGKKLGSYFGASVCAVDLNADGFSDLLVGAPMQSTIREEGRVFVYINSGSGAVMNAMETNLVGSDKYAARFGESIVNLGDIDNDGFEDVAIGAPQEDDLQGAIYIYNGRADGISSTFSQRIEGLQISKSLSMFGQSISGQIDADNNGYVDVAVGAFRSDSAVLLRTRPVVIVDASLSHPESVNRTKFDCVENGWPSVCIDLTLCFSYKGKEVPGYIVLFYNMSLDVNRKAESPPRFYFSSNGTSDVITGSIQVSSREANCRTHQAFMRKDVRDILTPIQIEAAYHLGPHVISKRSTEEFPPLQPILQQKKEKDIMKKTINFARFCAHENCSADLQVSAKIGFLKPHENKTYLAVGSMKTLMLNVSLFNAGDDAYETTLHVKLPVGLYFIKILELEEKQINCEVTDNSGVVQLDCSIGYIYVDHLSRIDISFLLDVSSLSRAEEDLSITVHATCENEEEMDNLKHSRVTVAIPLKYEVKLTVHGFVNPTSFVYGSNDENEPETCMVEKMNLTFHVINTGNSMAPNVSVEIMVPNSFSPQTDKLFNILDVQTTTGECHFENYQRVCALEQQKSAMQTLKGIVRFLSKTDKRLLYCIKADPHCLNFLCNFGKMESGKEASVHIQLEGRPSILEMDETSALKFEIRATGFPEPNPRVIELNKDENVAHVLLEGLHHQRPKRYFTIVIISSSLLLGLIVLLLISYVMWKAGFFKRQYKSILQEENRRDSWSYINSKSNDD
* hit, by the source's call; u = inconclusive; x = not tested or not shown; [ ] = dose if it differs, or a comment.

SMILES	CIT2-GFP yeast	MEX-5 binding	CR mimetic SO	AGP1 TOR yeast	MCL1-BIM inh	GLD-1 TGE inh	GRK2 aptamer HTS	BCLXL inh	VLA-4 inh
CC(C)c1ccc(/C=C/C(=O)N2CCc3ccccc3C2)cc1	97.5	1.6	96.7	98.3	-0.8	1.9	0.0	0.9	3.0
CCCCOC(=O)c1cc(-c2ccc(/C=N/n3cnnc3)o2)ccc1Cl	108.2	-2.4	129.2	104.8	7.4	-1.7	0.0	8.2	-5.9
COCCOC(=O)C1=C(C)NC(=O)NC1c1c(Cl)nc2ccccn2c1=O (stereo not given)	97.3	-1.2	107.3	96.0	-4.4	12.0	0.0	3.2	17.9
CC(c1ccccc1)C1CC(=O)N(c2ccccc2)C1=O (stereo not given)	99.0	-3.4	104.1	98.2	4.0	2.3	3.0	0.8	14.1
CN(C)CCOc1ccc2ccccc2c1	100.7	-3.2	91.8	95.0	5.6	2.3	0.0	3.2	-4.4
COc1nc2c(c(-c3cc(Br)cs3)c1C#N)Cc1ccccc1-2	95.8	0.5	80.6	92.2	7.4	-0.9	1.0	1.3	-3.1
CCOC(=O)/C(C#N)=C/c1ccc(OCC(=O)Nc2cc(C)ccc2C)c(OC)c1	99.2	2.1	105.7	99.4	9.4	-4.0	3.0	6.0	0.7
COC(=O)Cn1c(=NC(=O)c2cc(-c3cccs3)nc3ccccc23)sc2cc(S(N)(=O)=O)ccc21	u	0.5	115.2	15.1[may fluoresce violet]	-21.9	-4.2	2.0	-7.6	-16.0
COc1ccccc1C(=O)Nc1nnc(S(=O)(=O)N(C)Cc2ccccc2)s1	93.1	0.3	101.9	100.0	0.8	3.6	1.0	0.5	-4.2
COc1cc(SC)ccc1C(=O)N1CCCc2ccccc21	97.0	-0.1	100.4	99.9	4.6	-1.4	0.0	-2.9	4.5
CCn1nc(NS(=O)(=O)c2ccc([N+](=O)[O-])cc2)c2cc3cccc(C)c3nc21	105.7	1.2	90.7	100.1	4.8	-1.1	4.0	9.2	1.2
COc1ccc2c(c1)C(C)=CC(C)(C)N2C(=O)CNCc1ccc2c(c1)OCO2	104.0	-1.9	106.7	105.2	3.0	3.1	0.0	2.8	-9.6
O=C(Cn1nc(C(=O)O)c2ccccc2c1=O)NC12CC3CC(CC(C3)C1)C2	95.7	-0.9	101.6	92.5	0.0	-2.9	0.0	2.2	8.8
N#Cc1nc(-c2ccc(OCc3ccccc3)cc2)oc1NCc1ccco1	99.1	0.4	91.9	98.0	4.7	7.6	0.0	1.7	-4.4
CCOC(=O)C1=C(C)NC2=C(C(=O)CC(C)(C)C2)C1c1ccc(O)c(OCC)c1 (stereo not given)	113.7	-3.3	105.1	109.3	2.7	3.5	1.0	8.4	-19.2
COCc1[nH]nc2c1C(c1ccccc1Cl)C(C#N)=C(N)O2 (stereo not given)	94.0	1.0	109.3	97.5	5.0	4.1	4.0	4.1	7.5
CCOc1ccccc1OCC(O)CNC (stereo not given)	101.8	-1.0	105.9	99.8	6.7	4.3	2.0	4.4	1.8
Cc1ccc2c(c1)Oc1ccc([N+](=O)[O-])cc1C(=O)N2	105.2	0.8	111.5	96.1	-0.4	-3.3	2.0	3.9	3.5
COc1ccccc1CNC(=O)Nc1cccs1	100.5	0.4	86.9	92.8	6.1	-0.3	0.0	6.6	-15.2
Cc1cc2ccccc2c(=O)n1CC(=O)NCC(=O)N(C)Cc1ccccc1	102.2	0.6	105.4	100.2	-5.0	-2.7	0.0	2.2	-13.5

3 entries from above, ordered by the number in GRK2 aptamer HTS, low to high.
| mol | GRK2 aptamer HTS |
| --- | --- |
| CCCCOC(=O)c1cc(-c2ccc(/C=N/n3cnnc3)o2)ccc1Cl | 0.0 |
| CCOC(=O)/C(C#N)=C/c1ccc(OCC(=O)Nc2cc(C)ccc2C)c(OC)c1 | 3.0 |
| COCc1[nH]nc2c1C(c1ccccc1Cl)C(C#N)=C(N)O2 (stereo not given) | 4.0 |

(further entries)
SMILES	CIT2-GFP yeast	MEX-5 binding	CR mimetic SO	AGP1 TOR yeast	MCL1-BIM inh	GLD-1 TGE inh	GRK2 aptamer HTS	BCLXL inh	VLA-4 inh
CCCCOC(=O)CSC1=C(C#N)C(c2ccc3c(c2)OCO3)CC(=O)N1 (stereo not given)	110.0	-2.2	110.6	113.1	2.4	8.2	4.0	2.1	1.8
CC(C)CN(C(=O)COC(=O)CCSc1ccc(F)cc1)c1c(N)n(Cc2ccccc2)c(=O)[nH]c1=O	98.5	-0.8	108.7	109.1	-3.9	-2.1	0.0	-5.9	-8.0
O=C(Nc1ccccc1Cl)N1C2CCC1CC(O)(c1cccnc1)C2 (stereo not given)	101.7	0.2	97.8	100.3	7.1	2.5	0.0	2.9	-32.8
CC(=O)c1cccc(NC(=O)C(C)OC(=O)C2CCC2)c1 (stereo not given)	97.7[may fluoresce green]	3.9	83.4	102.2[may fluoresce green]	5.5	3.4	0.0	1.0	-4.3
O=C(Nc1cccc(Cl)c1)c1ccc(NC2=NC3CS(=O)(=O)CC3S2)cc1 (stereo not given)	104.2	-2.8	103.6	108.4	3.5	2.4	0.0	-0.4	44.9
CCOc1ccc(S(=O)(=O)N(C)c2ccc(OCC(=O)OCc3c(C)noc3C)cc2)cc1	97.0	1.8	87.6	104.6	1.1	-1.6	0.0	2.4	4.6
O=C(COC(=O)c1nc(Cl)ccc1Cl)c1ccccc1Cl	92.4	3.6	103.7	106.2	-4.9	1.9	0.0	-2.6	-2.0
O=C(Nc1c(C(=O)N2CCOCC2)cnn1-c1ccccc1)c1ccc([N+](=O)[O-])cc1	102.5	-0.2	106.7	100.1	1.9	-2.2	0.0	3.0	0.6
O=C(O)c1ccc(NC(=O)c2cccc(C(=O)Nc3ccc(C(=O)O)cc3)n2)cc1	95.2	2.8	89.8	92.9	5.0	-5.8	3.0	-2.9	1.1
CCCCn1c(N)c(N(CCOC)C(=O)c2cc3c(s2)CCC3)c(=O)[nH]c1=O	101.5	-0.3	98.9	96.8	7.8	5.1	0.0	3.7	-7.4
N#C/C(=C/c1cn(CC(=O)O)c2ccccc12)C(=O)NCc1ccccc1	x	-1.1	105.5	81.8	-5.0	-8.7	2.0	0.3	-7.4
CCN(CC)c1ccc(NC(=O)C2CCCN(S(=O)(=O)c3cccnc3)C2)c(C)c1 (stereo not given)	102.2	-0.4	97.7	102.3	0.7	-3.1	3.0	-0.5	0.3
COc1ccc(-n2nc(C(=O)O)cc2-c2ccccc2)cc1	101.1	1.8	95.0	101.2	7.0	4.6	4.0	8.8	-8.7
Clc1ccc2c(c1)CNc1c(ncnc1N1CCOCC1)O2	98.8	-3.2	103.3	100.7	10.9	-0.3	1.0	9.3	-4.7
COc1ccccc1OCCNC(=O)c1cc(SC)ccc1Cl	x	-1.0	85.3	x	7.8	0.8	0.0	5.9	2.0
CC(C)c1ccc(/C=C/C(=O)Nc2nc3ccc([N+](=O)[O-])cc3s2)cc1	101.7	0.2	122.9	106.2	8.8	10.7	2.0	0.0	-8.6
Cc1ccccc1Sc1ccc([N+](=O)[O-])cn1	108.1	1.0	87.9	117.8	1.1	-3.4	2.0	0.8	9.8
Cc1ccc(CNC(=O)c2cccnc2Sc2cccc(Cl)c2)cc1	97.7	x	90.3	100.9	8.9	-2.6	0.0	2.6	-9.8
COC(=O)c1nc(NC(=O)c2ccccc2)n[nH]1	88.6	-0.1	94.2	91.9	-0.7	-3.6	2.0	3.8	12.7
CCOc1ccc(OCc2ccc(C(=O)OCc3ccccn3)o2)cc1	71.3	1.5	101.1	79.8	5.3	1.7	0.0	6.1	6.6
O=C(NN1CCOCC1)c1cc(-c2cccs2)nc2ccccc12	106.8	-2.7	84.2	98.1	10.6	-0.8	0.0	8.3	2.1
O=C(CN1CCN(c2ccc(O)cc2)CC1)Nc1ccc(S(=O)(=O)N2CCCC2)cc1	100.1	x	101.0	96.5	x	-0.2	0.0	x	-4.3
CC(=O)Nc1ccc(NC(=O)C/C(C)=N/NC(N)=S)cc1	104.9	-4.5	96.3	96.3	5.9	14.1	0.0	-0.8	-4.3
CCCc1cc(=O)[nH]c(NCc2ccc(Cl)cc2)n1	92.2	-1.3	96.5	95.9	-8.8	0.1	1.0	2.9	-0.5
CCOc1ccccc1-c1cc(-c2ccc(OC)cc2)nc2c1c(=O)n(C)c(=O)n2C	115.7	1.4	93.2	71.7	-1.3	5.4	0.0	-1.1	4.8
CC(=O)Nc1c(C)cc(S(C)(=O)=O)cc1C	98.6	-0.8	99.9	97.8	-4.7	6.6	1.0	-2.1	15.0
CC(=O)Nc1nc2n(n1)C(c1ccc(Cl)cc1)C=C(C)N2 (stereo not given)	107.3	-1.5	91.9	43.9	6.6	3.1	2.0	7.7	5.2
O=C1C2CC=CCC2C(=O)N1Cc1ccccc1Cl (stereo not given)	98.5	-0.4	83.6	97.3	6.9	1.8	42.0*	3.5	6.7
Cc1ccc(CCNC(=O)c2cc(C)nn2-c2ccccc2)cc1	82.9	-0.6	81.6	104.5	3.5	4.8	2.0	0.1	-6.1
Cc1oc2c(O)c(O)ccc2c(=O)c1-c1ccc(Cl)cc1	95.4	-1.2	94.1	91.3	43.3*	1.2	0.0	24.8	5.0
COc1cccc(NC2c3ccccc3C(=O)N2Cc2ccccc2Cl)c1 (stereo not given)	101.3	0.3	99.3	96.0	1.3	-0.6	0.0	6.5	-1.5
COc1ccc(C)cc1NC(=O)c1ccc(NC(=O)CC2SC(N3CCCC3)=NC2=O)cc1 (stereo not given)	96.4	-1.2	108.5	101.7	5.7	6.7	4.0	4.5	-0.9
CCOc1ccccc1C(=O)NCC(=O)N1CCC(C)CC1	91.2	x	103.7	92.3	x	0.3	1.0	x	14.4
c1ccc(-c2cn(-c3ccccc3)c3[n+]2CCS3)cc1	92.1	-1.4	112.2	99.6	4.1	-7.3	4.0	8.2	-0.9
CCC(C)NC(=O)C1c2ccccc2Oc2ccccc21 (stereo not given)	120.1	0.5	105.3	120.8	-3.1	-1.9	0.0	1.5	-6.7
NC(=O)C1CCN(Cc2nnnn2Cc2ccco2)CC1	98.4	-2.8	97.6	101.5	8.5	7.9	0.0	9.0	9.1
CC(OC(=O)CNC(=O)c1ccco1)C(=O)N(C)c1ccccc1 (stereo not given)	89.2	0.6	136.3	95.9	2.5	-0.6	0.0	3.1	38.6
CC(c1ccncn1)N(C)Cc1nc(-c2ccc(C(F)(F)F)cc2)no1 (stereo not given)	106.5	1.8	100.8	95.8	-0.8	0.2	3.0	-0.4	2.7
N#CC(=C1SC=CS1)c1nc(-c2ccccc2)cs1	94.9	-0.2	94.6	97.2	-1.5	4.2	2.0	1.2	-191.2
C=CCn1c(SCc2cc(=O)n3ccsc3n2)nc2cc(Cl)ccc2c1=O	89.7	0.1	109.0	100.4	8.2	-4.3	0.0	6.0	-6.5
CCCNC(=O)C1CC(=O)N(c2ccc(OCc3ccc(Cl)cc3)cc2)C1 (stereo not given)	87.2	-0.4	98.5	84.8	2.5	-1.9	1.0	-0.1	24.5
COc1cccc(CNC(=O)CCCCCn2c(=S)[nH]c3ccc(N4CCOCC4)cc3c2=O)c1	97.2	-4.2	117.1	102.9	14.6	3.5	1.0	7.4	-2.0
